VHR inh color: blocks the human dual specificity phosphatase VHR1; P51452; recombinant VHR phosphatase, colorimetric substrate read-out; inhibition, % at 20 µM; 50,000 compounds, 0.7% hits; in the data active means inhibition above about 60%; further: some results filed as inactive read as strong as hits
Target sequence (P51452 whole entry, looked up): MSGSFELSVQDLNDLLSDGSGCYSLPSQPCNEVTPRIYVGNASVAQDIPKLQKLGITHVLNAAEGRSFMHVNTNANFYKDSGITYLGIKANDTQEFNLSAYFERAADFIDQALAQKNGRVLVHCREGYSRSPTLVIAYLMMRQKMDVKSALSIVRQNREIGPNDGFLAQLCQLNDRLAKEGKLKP
Starred values were filed as active, the others as inactive.

SMILES	VHR inh color
COc1ccc(C2CC(c3ccccc3O)=NN2)cc1 (centres undefined)	-7.4
CC(=O)NNc1nc2c(c(=O)[nH]c(=O)n2C)n1CCc1ccccc1	-10.9
O=c1/c(=C/c2ccccc2OS(=O)(=O)c2ccccc2)sc2nc3ccccc3n12	-5.4
CCc1ccc2oc(-c3cccc(NC(=O)c4ccccc4Br)c3)nc2c1	6.1
O=c1c2ccccc2nc(Cc2ccccc2)n1-c1cccc2ccccc12	-7.3
CCOc1ccc(/C=C/C(=O)N(C)Cc2ccccc2)cc1OC	15.4
CCOC(=O)/C=C/C(=O)Nc1nc(-c2ccc(C)cc2)cs1	12.9
CCC(C)c1ccc(OCCOc2ccc(/C=C3/SC(=S)N(C)C3=O)cc2OC)cc1 (centres undefined)	-16.0
CN1CCC(=NNC(=O)C(=O)NC2CCCC2)CC1	3.5
COc1ccc(/C=C/C(=O)NC(C)Cc2ccccc2)cc1OC (centres undefined)	-18.5
O=C1CC(N2CCC(Cc3ccccc3)CC2)C(=O)N1c1cccc(Br)c1 (centres undefined)	-25.3
CC(=O)N/C(=C\c1ccccc1)C(=O)N1CCCCCC1	-6.2
CCOc1ccccc1OCCN(CC)CC	-10.6
O=C1NN(c2ccccc2)C(=O)/C1=C/c1ccc(-c2ccccc2Cl)o1	50.1
Cc1cc(Cl)ccc1OC(C)C(=O)NCCC1=CCCCC1 (centres undefined)	-4.2
O=C1NN(c2ccc(Cl)c(Cl)c2)C(=O)/C1=C/c1ccccc1O	-3.7
CCOC(=O)c1c(NC(=O)c2ccc(S(=O)(=O)N3CCCCCC3)cc2)sc2c1CCC2	-8.4
O=C(/C=C\Nc1ccc(Br)cn1)c1ccc(Cl)cc1	-13.5
COc1ccc(S(=O)(=O)Nc2ccc(Br)cc2F)cc1	2.9
COC(=O)c1ccc(OC(=O)CN2C(=O)c3cccc([N+](=O)[O-])c3C2=O)cc1	11.3
C=CCC1S/C(=N\N=C\c2ccc(Cl)cc2)NC1=O (centres undefined)	-19.6
Cc1onc(-c2ccccc2Cl)c1C(=O)N1CCN(c2ccc([N+](=O)[O-])cc2Cl)CC1C (centres undefined)	28.7
O=C(N/N=C/c1ccccc1O)C12CC3CCC(CC(C3)C1)C2	2.6
N#C/C(=C/c1cccc(C(F)(F)F)c1)C(=O)Nc1cccc(Br)c1	9.5
Cc1c(-c2ccc(Cl)cc2Cl)nc2ccccc2c1C(=O)NCc1ccc2c(c1)OCO2	-11.3
Cc1ccc2nc(/C(C#N)=C\c3cc(Br)ccc3OC(C)C)[nH]c2c1	-44.1
O=C(Cn1c2ccccc2c(=O)c2ccccc21)N/N=C/c1cc([N+](=O)[O-])ccc1N1CCCC1	9.1
Cc1[nH][nH]c(=O)c1C(c1ccccc1Cl)C(C#N)C#N (centres undefined)	-12.9
OC1CC(c2ccccc2)NC(c2ccco2)C1 (centres undefined)	-7.5
C/C(O)=C/C(N)=NC(=O)c1ccccc1	19.0
COc1ccc(OC)c(/C=C2\C(=O)NN(c3ccc(Cl)c(Cl)c3)C2=O)c1	-13.4
CCNC(=O)C(=O)Nc1ccc(OC)cc1	-23.6
O=C(c1ccc(Br)o1)N1CCN(c2ccc(Cl)cc2)CC1	-28.8
O=C(O)c1ccc(N/N=C/c2ccc3c(c2)OCO3)cc1	-4.1
COc1cc([N+](=O)[O-])cc(/C=C2/C(=O)NC(=O)N(c3ccc(C)cc3)C2=O)c1O	6.0
COc1ccc(NC(=O)COc2ccc(C)cc2C)c([N+](=O)[O-])c1	8.7
Cc1cc(C)n(C(=O)CNC(=O)c2ccc(Cl)cc2)n1	-3.7
ONC(=Nc1ccc2c(c1)OCO2)C(=Nc1ccc2c(c1)OCO2)NO	-9.3
O=C(Nc1ccc(O)cc1)c1ccc2c(c1)C(=O)N(c1ccc([N+](=O)[O-])cc1)C2=O	22.1
O=C(CSc1nnc(-c2ccccc2)c(-c2ccccc2)n1)Nc1nccs1	5.5
CCOc1ccccc1NC(=O)C(=O)NCCc1ccc(OC)c(OC)c1	-15.8
COc1ccc(C(=O)NC(Oc2ccc(Cl)cc2)C(Cl)(Cl)Cl)cc1OC (centres undefined)	-7.3
CCC(=O)Nc1cc(-c2nc3ccccc3o2)ccc1OC	24.4
N/C(=N\OC(=O)c1cccc(F)c1)c1cccnc1	0.4
Cc1c(Cl)cccc1N1CC(C(=O)Nc2nccs2)CC1=O (centres undefined)	-3.0
CC(C(=O)N1CCN(C)CC1)N1C(=O)c2ccccc2C1=O (centres undefined)	-7.9
COc1ccc(Cl)cc1C(=O)Nc1cc([N+](=O)[O-])ccc1Cl	3.8
C=CCN1C(=O)C(Cc2ccc(OC)cc2)SC1=Nc1ccc(C(=O)O)cc1 (centres undefined)	6.2
CCOC(=O)C1Cc2cc3c(cc2C1=O)CC(C(=O)OCC)C3=O (centres undefined)	-14.2
COc1cc(OC)cc(C(=O)Nc2ccccc2Br)c1	-23.8
(cont.)
SMILES	VHR inh color
CCOC(=O)c1c(NC(=O)COc2cc(C)ccc2C(C)(C)C)sc(C(C)=O)c1C	-3.3
COc1ccc(NC(=O)C2=C(C)NC(=O)NC2c2ccc(OC)cc2)cc1 (centres undefined)	24.2
CC(C)C(C(=O)O)N1C(=O)/C(=C/c2ccc(C(=O)O)cc2)SC1=S (centres undefined)	-9.7
Cc1ccc(C23CC4CC(CC(C(=O)Nc5ccc(C(=O)O)cc5)(C4)C2)C3)cc1	9.0
c1ccc2oc(SCCCCCSc3nc4ccccc4o3)nc2c1	-13.4
O=C(NCCCn1ccnc1)c1ccc(C(=O)NCCCn2ccnc2)cc1	-17.1
CC(=O)Nc1cc(-c2nc3ccccc3s2)ccc1Cl	-13.6
COc1ccc(C2C(C(=O)OC3CCCCC3)=C(C)NC3=C2C(=O)CCC3)c(OC)c1 (centres undefined)	-2.4
CCCC(=N)C1=C(O)CC(C)(C)CC1=O	-2.9
CCOC(=O)c1c(NC(=O)Cc2ccccc2)sc2c1CCCCC2	-29.9
Clc1ccc(CC(Cc2nc3ccccc3[nH]2)c2nc3ccccc3[nH]2)cc1 (centres undefined)	2.7
CCOC(=O)c1nnn(-c2nonc2N)c1-c1ccccc1	-2.2
CC(=O)Nc1ccc(/C=C2\SC(=S)N(C)C2=O)cc1	6.2
CCOc1ccc(C2CC(=O)NC(SCC#N)=C2C#N)cc1OC (centres undefined)	-2.3
COc1ccc(C(=O)N2CCN(Cc3c[nH]c4ccccc34)CC2)cc1OC	-7.1
COC(=O)CN(c1ccc(Cl)c(Cl)c1)S(=O)(=O)c1ccccc1	-36.9
O=[N+]([O-])c1ccc2c(c1)C1C=CCC1C(c1ccc(F)cc1)N2 (centres undefined)	4.6
O=C(COc1ccc(Cl)cc1Cl)NNC(=O)CN1C(=O)/C(=C/c2ccc(Cl)cc2Cl)SC1=S	-26.9
Cc1ccc(OCC(=O)Nc2cc3nn(-c4ccc(C)cc4)nc3cc2C)cc1	-5.2
O=C(Nc1c[nH]c(=O)[nH]c1=O)c1ccc([N+](=O)[O-])cc1	-15.4

4 entries from above in a different format.
> COc1ccc(C(=O)N2CCN(Cc3c[nH]c4ccccc34)CC2)cc1OC
  VHR inh color = -7.1
> COC(=O)CN(c1ccc(Cl)c(Cl)c1)S(=O)(=O)c1ccccc1
  VHR inh color = -36.9
> O=[N+]([O-])c1ccc2c(c1)C1C=CCC1C(c1ccc(F)cc1)N2 (centres undefined)
  VHR inh color = 4.6
> O=C(COc1ccc(Cl)cc1Cl)NNC(=O)CN1C(=O)/C(=C/c2ccc(Cl)cc2Cl)SC1=S
  VHR inh color = -26.9

Quoted at random: 5 entries already listed, in no set order.
SMILES	VHR inh color
O=[N+]([O-])c1ccc2c(c1)C1C=CCC1C(c1ccc(F)cc1)N2 (centres undefined)	4.6
CCOc1ccc(C2CC(=O)NC(SCC#N)=C2C#N)cc1OC (centres undefined)	-2.3
COC(=O)CN(c1ccc(Cl)c(Cl)c1)S(=O)(=O)c1ccccc1	-36.9
COc1ccc(C(=O)N2CCN(Cc3c[nH]c4ccccc34)CC2)cc1OC	-7.1
Clc1ccc(CC(Cc2nc3ccccc3[nH]2)c2nc3ccccc3[nH]2)cc1 (centres undefined)	2.7

Next compounds.
SMILES	VHR inh color
O=C(COc1ccccc1)NCC(=O)N/N=C/C(Br)=C/c1ccccc1	-4.2
Cc1ccc2c(c1)c1ccccc1n2COCc1ccccc1	-15.1
COc1ccc(CCNC(=O)c2ccc(I)cc2)cc1	-5.0
COc1ccc(Cl)cc1C(=O)NCc1ccco1	2.1
CC(C)CN(CC(C)C)C(=O)c1ccccc1Br	2.7
O=C1OC(c2cccc(Cl)c2)=N/C1=C\c1ccc(OC(=O)c2cccc([N+](=O)[O-])c2)cc1	-27.8
O=C(Nc1ccc(Br)cc1)c1ccc(S(=O)(=O)N2CCCC2)cc1	-27.0
COc1ccc2c(c1OC)C(=O)OC2CC(=O)c1cc(Cl)ccc1O (centres undefined)	-23.2
Brc1ccc(CSc2nnnn2-c2ccccc2)cc1	-8.1
COc1cc(/C=c2/sc3nc4ccccc4n3c2=O)cc(Br)c1OC	-19.0
COc1ccc(-c2nc3cc(NC(=O)c4ccc5c(c4)OCCO5)ccc3o2)cc1Cl	-1.7
CC(C1CC1)N(Cc1ccccc1)C(=O)c1ccc(F)cc1 (centres undefined)	-26.6
O=C(NN1CCOCC1)c1ccccc1F	7.4
COc1ccc(N2C(=O)C=CC2=O)cc1	32.3
O=C1C2C(c3ccccc3)C=CC(c3ccccc3)C2C(=O)N1c1cccnc1 (centres undefined)	10.8
O=C1C=CC(=O)N1c1ccc(Oc2ccc(S(=O)(=O)c3ccc(Oc4ccc(N5C(=O)C=CC5=O)cc4)cc3)cc2)cc1	-1.6
CN1CCN(C(=O)/C(=C\c2cccs2)NC(=O)c2ccccc2)CC1	-5.1
N/C(Cc1ccc([N+](=O)[O-])cc1)=N\OC(=O)c1ccc2ccccc2c1	-18.3
CCC12c3ccccc3C(c3ccccc31)C1C(=O)N(c3ccc(C)c(Cl)c3)C(=O)C12 (centres undefined)	-0.4
O=C(Nc1ccc(Cl)c(Cl)c1)c1cc([N+](=O)[O-])ccc1N1CCCCC1	5.1
COc1cccc(CN2CCN(C(=O)c3ccccc3OC)CC2)c1	12.8
Cc1ccc(CNC(=O)c2ccc([N+](=O)[O-])cc2)cc1	-0.7
Cc1ccc([N+](=O)[O-])cc1N1C(=O)C2C(C1=O)C1C=CC2C12CC2 (centres undefined)	-47.0
CC(C)c1ccccc1NS(=O)(=O)c1cccc([N+](=O)[O-])c1	-19.8
O=C(Nc1cc(Cl)cc(Cl)c1)c1ccc(-c2ccc([N+](=O)[O-])cc2)o1	-9.0
O=C(NC(=S)NC1CCSC1=O)c1ccco1 (centres undefined)	-4.6
Cc1cccc(NS(=O)(=O)c2ccc([N+](=O)[O-])cc2)n1	0.5
Cc1ccccc1NS(=O)(=O)c1ccc2c(c1)C(=O)c1cc(S(=O)(=O)Nc3ccccc3C)ccc1-2	-40.4
CCOc1ccccc1NC(=O)c1cc(Cl)ccc1Cl	-6.8
Cc1ccc(C(=O)Nc2cccc3ccccc23)o1	1.0
O=Cc1ccc(Oc2ncnc3ccccc23)cc1	97.2*
Cc1cc(OCC(O)CNC(C)C)ccc1C(C)C (centres undefined)	-1.8
O=C(Nc1cccnc1)c1cc(-c2ccccc2Cl)nc2ccccc12	-1.4
COc1cc(OC)c(C=Nc2cccc(C(N)=O)c2)cc1Br	-8.5
COc1cc(/C=N/N2C(=O)CSC2=S)cc(Cl)c1OCCOc1ccc(Br)cc1	5.6
CC(CN)(NS(=O)(=O)c1ccccc1)c1ccccc1 (centres undefined)	-7.6
Cc1ccccc1OCC(=O)Nc1ccc(I)cc1	3.1
O=c1oc2cc(OCc3ccc(Br)cc3)ccc2c2ccccc12	3.4
COc1ccc(NC(=O)c2sc3cc(C)ccc3c2Cl)c(OC)c1	-39.4
CCCOc1ccc(N2C(=O)CC(N(CCc3ccccc3)C(=S)Nc3ccccc3)C2=O)cc1 (centres undefined)	40.9
CCOC(=O)c1c(NC(=O)c2ccccc2OC)sc(C(=O)Nc2ccccc2F)c1C	-11.7
Cc1ccc(Cl)cc1NC(=O)C(=O)NCCc1ccccc1	-23.9
Cc1cc(N2CCOCC2)c2c(c1)c1ccccc1n2C	-1.5
CCOc1ccc(N(CC(=O)NC2CCCCC2)S(=O)(=O)c2ccc(Cl)cc2)cc1	3.4
COc1ccc(CN2CCN(S(C)(=O)=O)CC2)cc1Br	-2.6
CC(NC(=O)/C(=C\c1ccc2c(c1)c1ccccc1n2C)NC(=O)c1ccccc1)c1ccccc1 (centres undefined)	1.9
CCN(CC)c1ccc(/C=C2N=C(/C=C/c3ccccc3)OC/2=O)cc1	24.7
c1ccc2cc(OCCCCN3CCCCC3)ccc2c1	-2.9
O=C(N/N=C/c1cc([N+](=O)[O-])ccc1Cl)Nc1ccccc1	-13.5
COC(=O)C1=C(C)NC2=C(C(=O)CC(c3cccs3)C2)C1c1ccsc1 (centres undefined)	-16.5
Next entries follow:
SMILES	VHR inh color
O=C1/C(=C/c2ccc3c(c2)OCO3)SC(=NCc2ccccc2)N1Cc1ccccc1	17.4
O=C1C2C3C=CC(C3=C(c3ccccc3)c3ccccc3)C2C(=O)N1c1cc(C(F)(F)F)ccc1Cl (centres undefined)	-12.5
O=C(N/N=C\c1cn(Cc2ccc(Cl)c(Cl)c2)c2ccccc12)c1ccc([N+](=O)[O-])cc1	0.6
O=C(Nc1ccc(N2CCOCC2)cc1)c1cc2ccccc2oc1=O	4.9
O=C(CCCN1C(=O)c2cccc3cccc(c23)C1=O)N1CCN(Cc2ccc3c(c2)OCO3)CC1	10.1
O=S(=O)(N/N=C/c1ccc2ccccc2c1)c1ccc(Cl)cc1	-18.9
CCCCOc1ccc(C2NC(=O)NC(C)=C2C(=O)OCC)cc1 (centres undefined)	-4.0
Fc1ccc(OCCOCCOc2ncnc3ccccc23)cc1	10.9
O=C(Nc1ccccc1-c1nc2ccccc2[nH]1)c1ccc(S(=O)(=O)N2CCCCC2)cc1	3.7
O=C(O)c1ccc(/C=C2\SC(=S)N(C(Cc3ccccc3)C(=O)O)C2=O)cc1 (centres undefined)	-13.4
Nc1nnc(SCC(=O)Nc2nnc(SCC(=O)Nc3ccccc3)s2)s1	0.1
CC(=O)c1c(C)nc(C)nc1NC(=O)Cc1ccccc1	-0.9

Compound activity (PubChem BioAssay)

Some of the compounds tested. The share of hits here may be higher or lower than overall.
